Source: PubChem BioAssay
SENP8 block: SENP8 (human) protease inhibition | Q96LD8 | recombinant SENP8, Nedd8 substrate fluorescence | inhibition, % at 20 µM | actives 0.64% (n = 360,000) | AID 602440; in the data active means inhibition mostly above about 40%, no sharp cut-off; inactive means mostly below about 27%
Target sequence (Q96LD8 whole entry, looked up): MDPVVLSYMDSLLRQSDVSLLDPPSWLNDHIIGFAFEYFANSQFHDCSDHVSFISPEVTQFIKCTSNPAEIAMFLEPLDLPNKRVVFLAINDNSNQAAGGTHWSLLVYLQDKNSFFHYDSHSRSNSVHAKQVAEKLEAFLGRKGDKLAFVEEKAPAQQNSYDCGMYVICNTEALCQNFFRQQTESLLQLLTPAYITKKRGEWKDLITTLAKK
GRIN3A LBD mod: NR3A (human) ligand-binding domain modulation | NR3A LBD differential scanning fluorimetry, Tm shift; 0% = protein alone, 100% = glycine-bound protein | AID 1259313 | Tm shift relative to glycine control, % at 25 µM | actives 2.5% (n = 340,000);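 active means melting temperature shift of at least 10% of the positive control shift, at one fixed dose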
ATG4B inhibitor: inhibitors of human ATG4B cysteine protease; Q9Y4P1; ATG4B cleavage of LC3-PLA2, NBD-HPC fluorescence, 1 h; inhibition, % at 8.33 µM; actives 0.51% (n = 340,000); AID 504462; in the data active means inhibition above about 40%
SENP7 block: inhibitors of human SENP7 protease | recombinant SENP7, Z-RLRGG-aminoluciferin luminescence, 40 min | actives 1.5% (n = 330,000) | inhibition, % at 5 µM | Q9BQF6;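 active means inhibition above about 50% at the single test dose, limit read from the data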;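 further: plate controls were DMSO with enzyme for no effect and no enzyme buffer wells for full effect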
Target sequence (Q9BQF6 706-1050 limits assumed): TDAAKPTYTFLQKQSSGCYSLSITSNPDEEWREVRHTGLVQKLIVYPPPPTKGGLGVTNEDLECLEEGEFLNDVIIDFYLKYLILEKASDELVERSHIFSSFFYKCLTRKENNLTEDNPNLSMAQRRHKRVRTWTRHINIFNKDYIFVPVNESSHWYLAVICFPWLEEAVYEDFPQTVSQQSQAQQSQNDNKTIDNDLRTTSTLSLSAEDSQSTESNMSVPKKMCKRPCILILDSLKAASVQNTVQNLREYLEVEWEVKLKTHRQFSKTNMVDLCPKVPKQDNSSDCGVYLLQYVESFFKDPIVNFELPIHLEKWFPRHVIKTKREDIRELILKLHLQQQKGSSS
PfGluPho inh: PfG6PD (Plasmodium falciparum) enzyme inhibition; PfGluPho enzyme, NADPH resazurin-diaphorase fluorescence; inhibition, % at 20 µM; actives 0.78% (n = 350,000);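 active means inhibition reaching at least a set limit at 20 µM in the primary screen, cut at about 59% in these data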;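 further: 0% = DMSO wells with substrate and 100% = DMSO wells lacking glucose-6-phosphate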
HKDC1 inh: inhibitors of human hexokinase HKDC1 | recombinant HKDC1, G6PDH/diaphorase resazurin coupled fluorescence | inhibition, % at 20 µM | actives 0.16% (n = 340,000) | AID 493160;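 active means inhibition above about 35% when tested at 20 µM, limit read from the data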;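 further: plate controls were DMSO wells with enzyme for no effect and DMSO wells lacking enzyme for full effect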
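Test system: HK5 enzyme. Quantity: 5 µg/mL HK5 final. Reagent: glucose and ATP substrates. Schedule: 90 min reaction incubation at room temperature, dark. Technique: resazurin-to-resorufin fluorescence via G6PDH and diaphorase coupling, 525/613 nm. Control set: DMSO wells with and without enzyme mix.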
SENP6 block: blocks the human protease SENP6 | Q9GZR1 | Recombinant SENP6 catalytic domain, aminoluciferin luminescence | inhibition, % at 10 µM | actives 1.8% (n = 330,000);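 active means inhibition above about 50% at the single tested dose, limit read from the data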;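 further: plate controls were DMSO wells with enzyme for no effect and DMSO wells lacking enzyme for full effect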
Target sequence (Q9GZR1 628-1112 limits assumed): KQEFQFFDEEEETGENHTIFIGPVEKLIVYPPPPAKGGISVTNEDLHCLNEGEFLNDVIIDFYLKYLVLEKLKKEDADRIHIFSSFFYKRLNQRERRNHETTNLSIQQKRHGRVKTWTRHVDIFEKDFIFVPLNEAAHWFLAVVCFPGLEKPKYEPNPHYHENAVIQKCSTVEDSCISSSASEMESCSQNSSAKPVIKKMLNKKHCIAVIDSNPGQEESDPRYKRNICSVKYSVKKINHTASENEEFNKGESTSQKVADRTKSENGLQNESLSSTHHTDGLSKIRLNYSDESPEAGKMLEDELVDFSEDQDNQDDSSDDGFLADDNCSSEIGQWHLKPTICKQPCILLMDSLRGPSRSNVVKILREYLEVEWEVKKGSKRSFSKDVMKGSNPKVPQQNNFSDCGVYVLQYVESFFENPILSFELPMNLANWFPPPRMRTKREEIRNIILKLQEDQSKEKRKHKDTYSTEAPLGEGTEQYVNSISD
MPTP inh: blocks calcium-induced mitochondrial swelling. isolated mouse mitochondria, Ca2+ swelling absorbance, 30 min. inhibition, % at 10 µM. actives 1.4% (n = 360,000). AID 602449;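 active means inhibition of 50% or more, scaled per plate between neutral and stimulator controls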;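 further: 0% = DMSO wells given calcium and 100% = 1 mM EGTA wells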
An asterisk follows results filed as active; . = no result given.

structure	SENP8 block	GRIN3A LBD mod	ATG4B inhibitor	SENP7 block	PfGluPho inh	HKDC1 inh	SENP6 block	MPTP inh
O=C(Nc1ccc(N2CCOCC2)c(Cl)c1)c1ccc(-n2cnnc2)cc1Cl	-2	2	0	4	-4	5	0	1.1
O=C(COc1ccc(S(=O)(=O)N2CCOCC2)cc1)NC1CCCCC1	1	4	-1	.	-5	-2	.	-1.4
CCOC(=O)CN(C)C(=O)C1CCCN1C(=O)OC(C)(C)C (stereo unspecified)	1	-7	-2	-2	2	-4	-16	-2.4
O=C(NCCc1cccc(F)c1)/C(=C/c1cccnc1)NC(=O)c1ccccc1	6	0	-1	-3	-5	-2	11	0.1
CCCCc1ccc(NC(=O)N[C@H](C(=O)O)C(C)CC)cc1 (stereo partly specified)	11	1	11	4	-21	-2	5	-2.2
Cc1ccc2nsnc2c1NC(=O)c1ccccc1[N+](=O)[O-]	6	-9	-1	-6	-10	2	-1	-0.9
O=C(NNc1c(F)c(F)cc(F)c1F)C1CCN(S(=O)(=O)c2ccccc2F)CC1	3	0	-14	5	4	4	11	0.7
COc1ccc(CCNC(=O)c2c(O)c3ccccc3n(C)c2=O)cc1	-13	2	4	-6	-15	-8	-5	2.3
COc1ccccc1NC(=O)CC1C(=O)NCCN1C(=O)Nc1ccc(Cl)c(Cl)c1 (stereo unspecified)	12	12*	-17	-2	22	3	-10	-1.8
Cc1ccc(N2C(=O)S/C(=C/c3cn(C)c4ccccc34)C2=O)cc1	13	2	-4	1	12	-9	-26	0.4
CCCOc1ccc(N2C(=O)C3ON(c4ccccc4)C(CCC)C3C2=O)cc1 (stereo unspecified)	9	-6	-10	-6	-2	9	-14	3.4
[O-]/[N+](=C\c1ccncc1)c1ccccc1	36	1	1	4	74*	-4	12	-0.6
O=C(O)CCc1nn2c3ccccc3n(CC(=O)c3ccccc3)c2nc1=O	-295	-1	10	2	12	-3	7	-0.2
Cc1cccc(CC2CC(=O)N(C3CCCCC3)C2=O)c1 (stereo unspecified)	13	-1	2	-6	-14	1	3	-2.3
COc1ccc2oc(=O)cc(CN3CCN(Cc4ccc(OC)c(OC)c4OC)CC3)c2c1	-49	0	-7	6	4	-1	12	-0.3
O=C(c1ccc(Cl)s1)N(Cc1nnc(-c2ccccc2Cl)o1)C1CC1	0	0	3	-4	-3	0	2	-0.3
CNC(=O)c1c(NC(=O)c2ccc(S(=O)(=O)N(C)c3ccccc3)cc2)sc2c1CCN(C(C)C)C2	.	-3	-10	-3	23	6	-17	.
CCN(c1cccc(C)c1)S(=O)(=O)c1ccc2c(c1)CCCN2C(C)=O	14	-2	-6	-3	-4	0	-3	-0.5
CCNc1nc(SCC(=O)Nc2ccccc2)nc(N2CCOCC2)n1	11	-2	4	-5	-8	-5	-11	2.4
CC1CN(C(=O)c2ccc(COc3ccccc3Cl)o2)CC(C)O1 (stereo unspecified)	5	-2	7	-15	-5	-1	-15	0.3
COc1ccc(CCN(C)C(=O)CN2C(=O)NC3(CCCc4ccccc43)C2=O)cc1OC (stereo unspecified)	3	0	0	5	0	4	-14	0.1
Cc1ccc(OC(C)C(=O)N2CCCc3ccccc32)cc1 (stereo unspecified)	23	0	-15	6	4	-9	-4	-0.8
CC(C)(C)C(=O)Nc1ccc(S(=O)(=O)N2CCC(c3nc4ccccc4[nH]3)CC2)cc1	-2	20*	4	-9	-8	-4	4	-1.0
Cc1cccc2c3c([nH]c12)C(=O)CC(C)(C)S3	-434	-2	5	8	4	-6	-20	0.0
Cc1cc(C)c(C)c(OCCOCCN2CCN(C)CC2)c1	5	-1	-1	0	-7	-4	-6	-0.3
Cn1c(=O)c2sccc2n2c(CCCC(=O)Nc3ccc(F)cc3F)nnc12	6	1	1	-13	0	-1	2	0.0
Cc1[nH]c(=O)c(C#N)c(C)c1Cc1ccc(Cl)cc1Cl	-190	-2	0	2	5	-4	10	1.0
CCOc1cc(N2CCOCC2)c(OCC)cc1NC(=O)COC(=O)CCn1c(C)csc1=O	8	0	-1	10	-4	6	-18	0.4
COc1ccc(CNC(=O)c2ccc(CS(=O)Cc3cccc(Cl)c3)o2)cc1 (stereo unspecified)	10	-2	-9	-7	-6	5	5	0.0
CCOC(=O)c1sc(=S)n(C)c1NC(=O)c1cccc(Br)c1	23	-1	-3	-3	42	-5	-9	51*
Cc1ccc(-c2nnn(CC(=O)N(CCCO)C(C(=O)NC3CCCC3)c3ccc(F)cc3)n2)o1 (stereo unspecified)	2	-2	4	-4	-7	-6	2	0.1
COc1ccc(-c2[nH]c3ccccc3c2SCCNC(=O)c2ccccc2)cc1	-290	0	15	4	27	5	10	0.8
COc1ccc(CC(=O)n2[nH]c(=O)ccc2=O)cc1OC	12	-3	-5	-3	19	-4	-11	4.5
C=CCn1c(SCC(=O)N(CC)c2c(N)n(Cc3ccccc3)c(=O)[nH]c2=O)nnc1-c1ccccc1OC	-1	-2	0	.	-5	3	.	-0.5
CC(C)(C)NC(=O)c1ccc2c(c1)C1C3CCC(C3)C1C(c1ccccc1)N2 (stereo unspecified)	12	1	5	-2	17	-3	18	2.9
CC(CNC1CCCCC1)OC(=O)c1ccc([N+](=O)[O-])cc1 (stereo unspecified)	10	3	0	.	-4	-2	.	-1.4
S=C(Nc1ccc(Nc2ccccc2)cc1)NN1CCOCC1	17	0	-7	-9	17	-1	-1	0.6
CCn1c(SCC(=O)NC(C)(C)C)nc(O)cc1=O	8	0	3	3	-11	-5	5	-1.0
OCCNCc1cc(Br)ccc1OCc1ccccc1	18	13*	3	-3	6	-6	-22	0.0
COc1ccc(C(=O)C2CCCN(Cc3cnc(N4CCCC4)s3)C2)cc1OC (stereo unspecified)	-11	1	-6	-7	7	9	-16	0.3
O=C1c2ccccc2C(=O)N1CCSc1nncs1	7	0	3	-3	-9	7	-6	-1.1
C=CCNC(=O)C1CC(=O)N(c2ccc(OCC(=O)N3CCCC3)cc2)C1 (stereo unspecified)	14	-2	-7	9	-1	3	-6	0.1
COCc1nnc(SCC(=O)NC(C)c2ccccc2)n1-c1ccccc1 (stereo unspecified)	8	-2	-3	2	-8	-14	0	0.1
Cn1ccnc1Sc1ccc(/C=N/NC(=O)c2ccccc2O)cc1[N+](=O)[O-]	14	-12	3	-5	3	-12	-16	-3.0
CC(NC(=O)c1c(Cl)cnn1C)C1CCCO1 (stereo unspecified)	5	2	2	-1	-15	-3	-13	0.0
COc1ccc(NC(=O)CS(=O)c2ccc(F)cc2)cc1 (stereo unspecified)	9	0	-10	0	-7	-2	-9	1.3
COc1nnc(-c2ccc(N3CCOCC3)c(NC(=O)C3CCCCC3)c2)c2ccccc12	-168	-3	5	-4	0	8	0	-3.1
COc1ccc(Cn2c(=O)[nH]c3cc(C(=O)N4CCN(c5ccc(C(C)=O)cc5)CC4)ccc3c2=O)cc1	-41	-6	-2	3	-5	-2	-16	-0.5
O=C(O)C1CCN(c2ccc(S(=O)(=O)N3CCC(C(=O)O)CC3)cc2[N+](=O)[O-])CC1	10	2	0	-7	-10	-5	-5	-0.3
COc1ccc(-c2oc3ccccc3c2C#Cc2cncn2C)cc1	-481	-17	-6	-8	9	0	-25	1.9

The list continues.
structure	SENP8 block	GRIN3A LBD mod	ATG4B inhibitor	SENP7 block	PfGluPho inh	HKDC1 inh	SENP6 block	MPTP inh
CCOc1cc(C(C(=O)NCC2CCCO2)N(C(=O)Cn2nnc3ccccc32)c2ccccc2C)ccc1O (stereo unspecified)	7	-1	-5	-3	0	1	-6	0.6
CC1(C)c2[nH]c3ccccc3c2C[C@@H]2C(=O)N(Cc3ccco3)C(=O)N21	4	-5	-10	0	19	1	2	3.5
COc1ccc(C2Nc3ccccc3NC3=C2C(=O)CC(C)(C)C3)cc1O (stereo unspecified)	-11	0	-2	-7	25	3	7	-1.2
COC(=O)c1ccc(CNC(=O)COC(=O)C2CC3C=CC2C3)cc1 (stereo unspecified)	13	0	-8	-2	9	11	-3	-1.7
Cc1cc(C)c2c(n1)sc1c(N3CCN(C)CC3)ncnc12	-28	0	-4	4	43	9	-21	1.9
COc1ccc(C2CC2/C(C)=N/OC(=O)c2ccc(F)cc2)cc1 (stereo unspecified)	8	1	1	2	-11	4	-11	-1.5
CSc1cccc(NC(=S)N2CCC(N(C)C3CCCC3)CC2)c1	23	-2	6	-7	-3	2	-16	0.5
CC(C)Oc1cc(N)c(Cl)cc1Cl	9	-20	7	0	5	0	-12	-0.2
C/C(N)=C(/C#N)C(=O)COC(=O)CNS(=O)(=O)c1ccc2ccccc2c1	14	-1	16	-3	12	-3	-16	0.3
CCOc1ccccc1C(=O)NCC(=O)Nc1ncccc1C	4	-2	1	-5	-3	-1	-6	-1.0
COc1ccc(NC(=O)NS(=O)(=O)c2ccc(C)cc2)cc1OC	29	2	-8	7	47	7	7	-0.3
Cc1ccc(CNC(=O)CCNC(=O)c2ccco2)cc1	15	0	-4	9	-4	-8	4	-3.0
Cc1cc(C)c(C(=O)CN2C(=O)C(=O)N(C3CCCC3)C2=O)cc1C	6	2	-11	4	2	-1	-5	0.8
CC(C)OCCCN(CC(O)c1ccccc1)CC(O)c1ccccc1 (stereo unspecified)	9	-13	2	10	4	-2	17	0.1
Cc1ccc(C(C(=O)NC2CCCCC2)N(CCC(C)C)C(=O)CNC(=O)c2ccco2)o1 (stereo unspecified)	25	1	-11	-11	-12	-2	-16	0.2
CC(Sc1ccc(Br)cc1)C(N)=O (stereo unspecified)	9	-1	-5	8	-3	1	-8	-0.5
CC12CCC(C(=O)NCc3ccccc3Cl)(C(Br)C1=O)C2(C)C (stereo unspecified)	17	-2	-8	7	-11	7	5	0.9
CCCC1OC(c2cc3c(cc2Cl)OCO3)OCC1CC (stereo unspecified)	6	0	7	.	4	15	.	2.8
Cc1ccc(C(=O)N(Cc2nc3ccccc3c(=O)[nH]2)C2CCCC2)cc1	12	-1	-1	6	0	-7	4	0.1
Cc1nn(C)cc1CNC(=O)Nc1ccc(Cl)cc1	8	-2	-14	2	6	-6	-14	92*
O=C(CNCc1ccccc1Cl)NCc1ccco1	10	-1	-6	-8	7	-11	-6	0.5
CCOc1ccc(/C(=N\O)C(C)NO)cc1 (stereo unspecified)	10	0	-1	-3	-22	-10	-14	-2.0
Clc1ccc(-c2nnc(-c3ccc(Br)cc3)c(N3CCSCC3)n2)cc1	10	2	-21	-7	5	3	4	3.0
CC1CCCCN1S(=O)(=O)c1ccc(C(=O)N(CCCN(C)C)c2nc3cc4c(cc3s2)OCO4)cc1 (stereo unspecified)	13	1	-8	-6	18	4	-12	-1.1
CCOC(=O)N1CCN(C(=O)CN(c2cccc(OC)c2)S(C)(=O)=O)CC1	14	0	4	3	-2	0	2	1.1
CCOC(=O)N1C(=O)NC(=O)C1c1ccc(OC)cc1 (stereo unspecified)	7	-1	2	.	2	-6	.	-0.2

In the list so far, these contain two or more sulfur atoms:
structure	SENP8 block	GRIN3A LBD mod	ATG4B inhibitor	SENP7 block	PfGluPho inh	HKDC1 inh	SENP6 block	MPTP inh
CNC(=O)c1c(NC(=O)c2ccc(S(=O)(=O)N(C)c3ccccc3)cc2)sc2c1CCN(C(C)C)C2	.	-3	-10	-3	23	6	-17	.
CCOC(=O)c1sc(=S)n(C)c1NC(=O)c1cccc(Br)c1	23	-1	-3	-3	42	-5	-9	51*
O=C1c2ccccc2C(=O)N1CCSc1nncs1	7	0	3	-3	-9	7	-6	-1.1
CSc1cccc(NC(=S)N2CCC(N(C)C3CCCC3)CC2)c1	23	-2	6	-7	-3	2	-16	0.5
CC1CCCCN1S(=O)(=O)c1ccc(C(=O)N(CCCN(C)C)c2nc3cc4c(cc3s2)OCO4)cc1 (stereo unspecified)	13	1	-8	-6	18	4	-12	-1.1
